Bioassay records deposited in PubChem by National Center for Advancing Translational Sciences (NCATS).
HCV inhibitor – inhibitors of hepatitis C virus infection. 3.4% of 340,000 active. Potency, µM (series often up to 41.8 µM), without a hit: at the highest dose activity change, negative = inhibition, hits mostly inhibitors. AID 651820. Huh7.5.1 HCVcc-Cre infection, luciferase reporter, 44 h; active = well fitted inhibition curve with a large enough effect; inconclusive = small, poorly fitted or top-dose-only effect, or another doubt; inactive = no such curve, though single readings can be large or run the other way
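Reporter virus HCVcc-Cre (~0.5 moi) infects cells exposed to compound; seeding density 1,000 cells/well with 4 h settling beforehand. Luminescence, 15 sec read, taken 44 h post-infection following a 15 min RT substrate incubation.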
Starred values were filed as active, the others as inactive; ? = inconclusive; [ ] = another dose, or the depositor's remark. % is set by controls: 0 for no effect and ±100 for the full control effect; potency is the fitted concentration of half-maximal effect. Some of the compounds tested; rates above refer to the full screens.

SMILES	HCV inhibitor
CN(Cc1ccccc1)C(=O)c1[nH]cnc1C(=O)NC1CCN(C(=O)OC(C)(C)C)CC1	-28%
Cc1noc(C)c1NC(=O)Nc1ccc2c(c1)C(=O)N([C@H](C)CO)C[C@H](C)[C@@H](CN(C)C(=O)Nc1ccccc1)O2	14%
O=C(CCN=C1NS(=O)(=O)c2ccccc21)NCc1ccccc1F	4%
O=[N+]([O-])c1ccc2[nH]c(=S)[nH]c2c1	-4%
Brc1ccc(C2Nc3cccc4cccc(c34)N2)cc1	-1%
CC(C)c1nc(SCC(=O)N2CCCC2)c2c(=O)n(C)c(=O)n(C)c2n1	-2%
C=C1C(=O)c2sccc2C(c2ccc(OC)c(OC)c2)C1COC(C)=O (centres undefined)	1.4µM*
CN(CC(=O)Nc1c(Cl)cccc1Cl)C(=O)c1ccc(NS(=O)(=O)c2ccc3[nH]c(=O)[nH]c3c2)cc1	8%
CCCCCCCCN1[C@@H](CC(=O)OCC)c2cc(C(F)(F)F)ccc2S1(=O)=O	-4%
CCCCNC(=O)C(C)N(CCN(C)C)C(=O)CCCCCN1C(=O)NC(c2ccc(Cl)cc2)C(C(=O)OCc2ccccc2)=C1C (centres undefined)	11µM*
CCOc1cc2c(cc1O)CCC1C2CCC2(C)C(O)CCC12 (centres undefined)	?
O=C(Nc1ccc2nc3n(c(=O)c2c1)CCCC3)c1ccc(Cl)nc1	-18%
O=C(CN1C(=O)NC2(CCc3ccccc32)C1=O)NCc1cccc(C(F)(F)F)c1 (centres undefined)	-5%
Cn1cccc1C1CCCN1CC(=O)Nc1c(Cl)cc(Cl)cc1Cl (centres undefined)	?
COc1ccc(N(C(=O)c2cnccn2)C(C(=O)NC2CCCCC2)c2ccc(Cl)cc2)cc1 (centres undefined)	-11%
CC1Cc2ccccc2N1C(=O)c1ccc(F)c(S(=O)(=O)N2CCOCC2)c1 (centres undefined)	-7%
Cc1ccc(S(=O)(=O)N(C)C[C@H]2Oc3ccc(NC(=O)C4CCCCC4)cc3C(=O)N([C@H](C)CO)C[C@H]2C)cc1	-5%
COc1ccc(C2=CN(Cc3ccccc3)CCC2=O)cc1	12%
O=C(COC(=O)c1cc[n+]([O-])cc1)NC(=O)c1ccc(OC(F)F)cc1	1%
CCCCn1c(N)c(N(CC)C(=O)COc2ccc(C#N)cc2)c(=O)[nH]c1=O	5%
CCCCN1C(=N)N([C@@H](C)CN2CCC[C@H]2CN2C(N)=NC[C@H]2C(C)C)C[C@H]1[C@H](C)CC	20%
Cc1cc(C)nc(N2CCN(c3nc(-c4ccccc4)nc4c3oc3ccccc34)CC2)n1	21%
Cc1ccc[n+](CC(=O)c2ccc(NC(=O)c3ccccc3)cc2)c1C	7%
Cc1ccc(-c2csc(NS(=O)(=O)c3cccc(F)c3)n2)o1	2%
COc1ccc(CC(=O)Nc2cc(S(=O)(=O)N3CCOCC3)ccc2N2CCCC2)c(OC)c1	-13%
CCOC(=O)c1ccc(NC(=O)C2CCN(S(=O)(=O)c3ccccc3)CC2)cc1	11%
Cc1ccc(S(=O)(=O)N(C)c2ccc(OC(=O)c3cccs3)cc2)cc1	-9%
O=S(=O)(Nc1ccccc1N1CCOCC1)c1ccccc1C(F)(F)F	-11%
COc1cc(OC)cc(C(=O)NC(C(=O)NCCc2ccccn2)C(C)C)c1 (centres undefined)	18%
CC(C)C[C@H]1CNC(=S)N1CC1CCCN1C[C@H](Cc1ccc(O)cc1)N1C[C@H](Cc2ccccc2)N(CC2CCCCC2)C1=S (some centres undefined)	11µM*
CC1(c2nnc(Cc3ccccc3)o2)CC(c2ccc(F)cc2)=NO1 (centres undefined)	15%
OCCN(CCO)c1cc2c3ccccc3ccc2c2ccccc12	?
Cc1ccccc1-c1cc(C(=O)NCc2cccc(C(F)(F)F)c2)n(CC2CC(c3cccnc3)=NO2)n1 (centres undefined)	8.9µM*
O=C1C=C(N2CCOCC2)CO1	39%[activator]
CCOC(=O)C1=CN(Cc2ccc(Br)cc2)S(=O)(=O)NC1C (centres undefined)	-14%
O=C1CCN(c2ccccc2)N1	4%
Cc1ccc(S(=O)(=O)N2CCOCC2)cc1NC(=O)CSc1nnc2n1CCCCC2	9%
COC(=O)c1c(-c2ccsc2)sc2ccc(-c3cc(OC)c(OC)c(OC)c3)cc12	?
C[C@H](CO)N1C[C@H](C)[C@@H](CN(C)S(=O)(=O)c2cn(C)cn2)Oc2c(NS(=O)(=O)c3ccc(F)cc3)cccc2C1=O	6%
S=C(Nc1ccc(Cl)cc1)N1CCOCC1	9%
COc1ccc(-c2sc3cc4c(cc3c2C#Cc2cncn2C)OCO4)cc1	5µM*
COc1ccccc1C(=O)NS(=O)(=O)c1ccc(C)cc1	13%
O=C(N[C@@H](Cc1ccc(O)cc1)C(=O)O)c1ccncc1	23%
N#CC(C#N)=C1SC(=Nc2ccccc2)C(=Nc2ccccc2)N1c1ccccc1	?
CC(NC(=O)COC(=O)CCC(=O)c1ccc(F)cc1)c1ccccc1 (centres undefined)	-2%
O=C(CC(NCCN1CCOCC1)C(=O)O)Nc1cccc(Cl)c1 (centres undefined)	13%
CN(C(=O)c1cccc(NC(=O)Cc2cccc(NC(=O)C3CCCN(C(=O)C4CCCCC4)C3)c2)c1)C1CCC1 (centres undefined)	-23%[8.37 µM]
COc1ccc(Cc2cc(NCc3ccccc3)c3ncn(C(C)C)c3c2)cc1	?
O=C(Cc1ccc(NC(=O)C2CCCN(C(=O)C3CC3)C2)cc1)Nc1cccc(C(=O)N2CCCC2)c1 (centres undefined)	4%
COc1ccc2c(c1)CCc1cnoc1-2	-22%

Later entries.
SMILES	HCV inhibitor
Cc1cc(NS(=O)(=O)c2ccc(Br)s2)no1	11%
CCCCn1c(=S)[nH]c2cc(S(=O)(=O)N3CCOCC3)ccc21	1%
COc1ccc(OC)c(Nc2cc(C)nc3ccc(C)cc23)c1	22µM*
CC(C)(C)OC(=O)C[C@H]1C/C=C\C[C@@H](CC(=O)N[C@@H](CO)Cc2ccccc2)C(=O)N2CCC[C@@H]2COC1=O	10%
CC(=O)N1CCN(C(=O)COC(=O)/C=C/c2ccccc2[N+](=O)[O-])CC1	-5%
Nc1ccn(C2CCCO2)c(=O)n1 (centres undefined)	24%
CCNC(=O)N(C)C[C@H]1N[C@@](CC)(C(=O)OC)[C@H]2C(=O)N(C)C(=O)[C@@H]12	-1%[8.37 µM]
COc1cc(/C=C/C(=O)O)cc(S(=O)(=O)Nc2ccccc2C(=O)NCc2ccco2)c1OC	10%
O=S(=O)(Nc1ccc(O)c2ccccc12)c1ccc(F)cc1	?
COc1ccc(Cl)cc1-c1nc(SCC(=O)N(C)C2CCS(=O)(=O)C2)n[nH]1 (centres undefined)	11%

Looked up by compound from above, 4 records:
SMILES	HCV inhibitor
O=S(=O)(Nc1ccc(O)c2ccccc12)c1ccc(F)cc1	?
COc1ccc(Cl)cc1-c1nc(SCC(=O)N(C)C2CCS(=O)(=O)C2)n[nH]1 (centres undefined)	11%
CC(=O)N1CCN(C(=O)COC(=O)/C=C/c2ccccc2[N+](=O)[O-])CC1	-5%
Nc1ccn(C2CCCO2)c(=O)n1 (centres undefined)	24%

Additional records follow:
SMILES	HCV inhibitor
C(#CCN1CCOCC1)CCCN1CCOCC1	3%
Cc1ccc(NC(=O)C(C)OC(=O)c2nc(Cl)ccc2Cl)cc1S(=O)(=O)N1CCOCC1 (centres undefined)	-1%
Cc1cc(=O)[nH]c(SCC(=O)N2CC3(C)CC2CC(C)(C)C3)n1 (centres undefined)	0%
CCN(CC)c1ccc(C=NN2CCCCCC2)cc1	-16%
Cc1ccc(C)c(NC(=O)COC(=O)c2ccc[n+]([O-])c2)c1	0%
CC(C)C(=O)Nc1cccc(COc2ccc(CN(Cc3ccccc3)C(=O)OC(C)(C)C)cc2)c1	0.5µM*
Nc1ccccc1-c1ccc(Cl)cc1	?
CC[C@@]1(C(=O)OC)N[C@H](CN(C)C(=O)c2ccccc2)[C@@H]2C(=O)N(C)C(=O)[C@@H]21	9%[8.37 µM]
CC(=O)OC1CC2(O)C3CCC4CC(O)CCC4(C)C3CCC2(C)C1C1=CC(=O)OC1 (centres undefined)	?
N#Cc1ccccc1OCC(=O)NNC(=O)CCNC(=O)c1ccccc1	10%
COc1ccc(-c2sc3ccccc3c2C#Cc2cncn2C)cc1	3.5µM*
COc1ccc(CNc2ccncc2)c(OC)c1OC	4%
CC(=O)Nc1ccc(C=C2C(=O)NC(=O)NC2=O)cc1	39%[activator]
COc1ccc(CC(=O)OCC(=O)c2ccc(F)cc2)cc1	0%
C=CCC[C@@H](Cc1ccc(F)cc1)C(=O)OC[C@H](Cc1c[nH]c2ccccc12)NC(=O)[C@@H](CC=C)CC(=O)N[C@H](CO)Cc1ccccc1	3%
C[C@H]1CN([C@@H](C)CO)C(=O)Cc2cc(NC(=O)CCN3CCOCC3)ccc2O[C@@H]1CN(C)Cc1ccc(Oc2ccccc2)cc1	?
Cc1ccc(-n2ncc3c2CCCC3NC(=O)CCn2ccnc2C)cc1C (centres undefined)	?
O=[N+]([O-])c1ccc(COc2cccc(CN3CCCC3)c2)cc1	-28%
CC(C)c1ccc(NC(=O)COC(=O)CC2CCCC2)cc1	33%[activator]
O=c1ccc2cc3ccoc3c(O)c2o1	1µM*
Cc1cccc(C(=O)OCC(=O)N2CCN(C(=O)c3ccco3)CC2)c1O	-11%
OC(c1ccccc1)C(O)c1ccccc1 (centres undefined)	9%
CN(C)S(=O)(=O)c1cc(NC(=O)COC(=O)c2nc(Cl)ccc2Cl)ccc1Cl	-18%
Cc1[nH]n(-c2ccccc2)c(=O)c1C(c1ccc(O)c([N+](=O)[O-])c1)c1c(C)[nH]n(-c2ccccc2)c1=O	-4%
CC(=O)N1CCN(c2ccc(Oc3nc(-c4ccccc4)nc4ccccc34)cc2)CC1	-7%
Cn1c(=S)c2[nH]c(SCc3cccnc3)nc2n(C)c1=O	9%
CSCc1ccc(C(=O)OCc2nc3ccccc3s2)o1	-1%
COc1cc(C(C)=NNC(=O)c2ccncc2)ccc1O	-1%
O=C1C=CC(=O)N1c1ccccc1N1C(=O)C=CC1=O	?
CC(C)(C)c1nnc(NS(=O)(=O)c2ccc(F)cc2)s1	7%
O=C(NNC(=O)c1cccc2ccccc12)c1ccc(Br)cc1	14%
C[C@H](CO)N1C[C@H](C)[C@@H](CN(C)S(C)(=O)=O)Oc2c(NC(=O)C3CC3)cccc2C1=O	-2%
O=C(OCc1ccccc1)N1CCC2CC1c1c(Cl)cccc12 (centres undefined)	3%[8.37 µM]
Cc1ccc(SCC(=O)NNC(=O)CCS(=O)(=O)c2ccc(C)cc2)cc1	-1%
O=C(C(Cl)Cl)N1CC2CCC(CC2)C1	-23%
COc1cc(OC)nc(NC(=O)CSc2nnc(-c3ccccc3)n2C2CCCCC2)n1	-22%
CC(=O)OC[C@]12CC[C@H]3[C@@](C)(CC[C@H]4C(C)(C)CCC[C@]34C)[C@@H]1C[C@H](C1=CC(=O)O[C@@H]1OC(C)=O)O2	3%
CC(OC(=O)C1CCN(S(=O)(=O)c2ccc3c(c2)OCCO3)CC1)C(=O)NC1(C#N)CCCCC1 (centres undefined)	-8%
CC(C)NC(=O)N(C)C[C@H]1Oc2ccc(NC(=O)CCN3CCOCC3)cc2C(=O)N([C@H](C)CO)C[C@@H]1C	20%
O=C(NNC(=O)c1cccc(C(F)(F)F)c1)c1ccc(-n2cnnn2)cc1	-8%

By substructure, those above containing a tert-butyl group
SMILES	HCV inhibitor
CN(Cc1ccccc1)C(=O)c1[nH]cnc1C(=O)NC1CCN(C(=O)OC(C)(C)C)CC1	-28%
CC(C)(C)OC(=O)C[C@H]1C/C=C\C[C@@H](CC(=O)N[C@@H](CO)Cc2ccccc2)C(=O)N2CCC[C@@H]2COC1=O	10%
CC(C)C(=O)Nc1cccc(COc2ccc(CN(Cc3ccccc3)C(=O)OC(C)(C)C)cc2)c1	0.5µM*
CC(C)(C)c1nnc(NS(=O)(=O)c2ccc(F)cc2)s1	7%

In the list so far, these have a CF3 group:
SMILES	HCV inhibitor
CCCCCCCCN1[C@@H](CC(=O)OCC)c2cc(C(F)(F)F)ccc2S1(=O)=O	-4%
O=C(CN1C(=O)NC2(CCc3ccccc32)C1=O)NCc1cccc(C(F)(F)F)c1 (centres undefined)	-5%
O=S(=O)(Nc1ccccc1N1CCOCC1)c1ccccc1C(F)(F)F	-11%
Cc1ccccc1-c1cc(C(=O)NCc2cccc(C(F)(F)F)c2)n(CC2CC(c3cccnc3)=NO2)n1 (centres undefined)	8.9µM*
O=C(NNC(=O)c1cccc(C(F)(F)F)c1)c1ccc(-n2cnnn2)cc1	-8%

The list goes on:
SMILES	HCV inhibitor
COC(=O)C(C(=O)OC)C1C=CCN(C(C)=O)C1 (centres undefined)	12%
COc1ccc(C2CC(c3cccc(F)c3)=NN2c2ccc(S(N)(=O)=O)cc2)cc1 (centres undefined)	?
CCOC(=O)c1c(C)[nH]c(C)c1C(=O)COC(=O)[C@@H](NC(=O)c1ccco1)C(C)C	20%
CCCCCCCCCCCCCCCC(=O)OCC1OC(n2ccc(N)nc2=O)C(O)C1O (centres undefined)	?
CCn1c(=S)[nH]c2cc(S(=O)(=O)N3CCOCC3)ccc21	8%
Cn1cc(S(=O)(=O)N2CCCC2)cc1C(=O)O	2%
CCc1cccc(C)c1NC(=O)CN1C(=O)NC(C)(CCC(C)C)C1=O (centres undefined)	-2%
CC[C@]12C(=O)N(C)C[C@H]([C@@H]3C(=O)N(Cc4ccccc4)C(=O)[C@@H]31)N2C(=O)c1ccc(Br)cc1	-1%
CC(CCc1ccccc1)NC(=O)COC(=O)c1cccnc1Cl (centres undefined)	-23%
CCN(C(=O)CSc1ccccn1)C1CCCCC1	1%
Cc1ccc2cc3c(=O)n(C)cc(C=O)c3nc2c1	12%
Clc1ccc2c(c1)Nc1ccccc1CC2	20%
CCOC(=O)C1CCN(S(=O)(=O)NC[C@H]2O[C@@H](n3cnc4c(N)ncnc43)[C@H](O)[C@@H]2O)C1 (some centres undefined)	49%[activator]
COC(=O)c1ccc(N2CCN(CC(=O)c3ccc(C)cc3)CC2)c([N+](=O)[O-])c1	?
